Source: PubChem BioAssay (National Center for Advancing Translational Sciences (NCATS))
TRHR enhancer – allosteric enhancers of human TRH receptor; TRHR cells, fluo-8 calcium fluorescence, EC20 TRH enhancement; enhancement, % at 2 µM; 0.66% of 360,000 active; AID 493056; in the data active = enhancement above about 30%; also: 0% is about no effect
Target sequence (P34981 whole entry, looked up): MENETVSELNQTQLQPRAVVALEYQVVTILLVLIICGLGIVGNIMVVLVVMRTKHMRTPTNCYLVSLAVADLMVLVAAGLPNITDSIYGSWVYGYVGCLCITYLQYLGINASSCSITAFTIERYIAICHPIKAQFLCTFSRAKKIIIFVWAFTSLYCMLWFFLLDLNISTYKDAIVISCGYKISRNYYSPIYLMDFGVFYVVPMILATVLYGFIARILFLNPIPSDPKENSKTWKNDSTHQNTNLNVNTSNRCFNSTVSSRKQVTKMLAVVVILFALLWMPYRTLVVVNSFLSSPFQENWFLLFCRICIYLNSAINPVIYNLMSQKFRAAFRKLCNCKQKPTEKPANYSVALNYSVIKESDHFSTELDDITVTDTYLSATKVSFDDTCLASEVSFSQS
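TRHR-expressing cells loaded with fluo-8 calcium dye were read kinetically (ex 480/em 530) during compound addition, then stimulated with an EC20 of TRH (10 nM final). Enhancement of the Gq-mediated intracellular calcium response was scored.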
D1 agonist – human D1 receptor agonism | P21728 | HEK293 T-REx D1 cells, calcium flux, agonist mode | activation, % at 2 µM | 1% of 360,000 active; in the data active = activation above about 30%; also: 0% is about no effect
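Inducible HEK293 T-REx D1 cells, force-coupled to calcium signalling, were plated at 4000 cells/well with tetracycline and held overnight at 30 C. After no-wash calcium dye loading, compound-evoked calcium rise over 180 s flagged agonists.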
D1 antagonist – blocks dopamine activation of the human D1 receptor | P21728 | HEK293 TREx D1 cells, calcium flux, dopamine EC80; active compounds read low | activity change, negative = inhibition, % at 10 µM | 3.2% of 360,000 active | AID 504652; in the data active = activity change below about -30%; also: % is scaled to controls: 0 for no effect and ±100 for the full control effect
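Calcium flux readout: force-coupled, inducible Hek293 Trex D1 line, cells induced overnight at 30 C with tetracycline, dye-loaded 30–90 min at RT. Antagonism scored against EC80 dopamine challenge given 180 s after compound.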
D2 PAM – D2 dopamine receptor (human) potentiation | HEK293 T-REx D2, calcium flux, EC20 dopamine potentiation | potentiation, % at 10 µM | 0.34% of 340,000 active;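 active = potentiation over 3 SD above the plate norm, cut at about 30% in these data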; also: 0% is about no effect
Target sequence (P14416 whole entry, looked up): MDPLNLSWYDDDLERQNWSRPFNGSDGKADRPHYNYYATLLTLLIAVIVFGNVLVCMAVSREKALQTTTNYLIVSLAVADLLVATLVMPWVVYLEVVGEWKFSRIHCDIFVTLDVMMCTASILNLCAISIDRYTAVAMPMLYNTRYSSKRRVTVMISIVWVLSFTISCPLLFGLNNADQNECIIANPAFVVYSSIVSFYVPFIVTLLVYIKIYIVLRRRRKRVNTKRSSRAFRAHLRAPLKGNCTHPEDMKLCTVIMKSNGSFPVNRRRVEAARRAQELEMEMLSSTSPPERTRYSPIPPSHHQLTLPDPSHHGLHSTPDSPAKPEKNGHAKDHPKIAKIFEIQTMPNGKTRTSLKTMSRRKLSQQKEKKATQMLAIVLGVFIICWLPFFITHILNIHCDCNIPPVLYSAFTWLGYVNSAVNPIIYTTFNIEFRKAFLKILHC
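Using a no-wash calcium dye in inducible, force-coupled HEK293 Trex cells expressing D2, we tracked fluorescence each second for 180 s after compound, then for 180 s after EC20 dopamine to detect augmented signalling.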
TRHR ag – activates the human TRH receptor. P34981. TRHR cells, calcium flux fluo-8, FDSS agonist mode. activation, % at 2 µM. 0.18% of 360,000 active. AID 493084; in the data active = activation above about 30%; also: 0% is about no effect
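Steps: seed TRHR cells overnight; add fluo-8 no-wash Ca dye, RT 30 min–1.5 h; record 10 s baseline; pin-transfer compounds; monitor fluorescence 1 cycle/s for the agonist window. Calcium increases flag candidate agonists.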
RXFP1 antag – antagonists of human relaxin receptor RXFP1 | Q9HBX9 | HEK293-RXFP1, relaxin-stimulated cAMP HTRF, 30 min; active compounds read low | activity change, negative = inhibition, % at 57.5 µM | 0.59% of 350,000 active;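 active = activity change of -60% or lower, but not beyond a set lower limit; inconclusive = change between -60% and -40%, or beyond the set limit; inactive = change above -40%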; also: % is scaled to controls: 0 for no effect and ±100 for the full control effect
RXFP1 agonist – activates the human relaxin receptor RXFP1; Potency, µM (highest dose often 57.5 µM), without a hit: top-dose activation, most hits filed as activators; HEK293T-RXFP1 cAMP TR-FRET, 30 min; response scale: percent of porcine relaxin response, buffer zero; Q9HBX9; AID 2676; 0.3% of 370,000 active; also: potency is read from the fitted curve at half-maximal effect; % is scaled to controls: 0 for no effect and ±100 for the full control effect; nearly all actives have a fitted effect of over 60% in size; many of its hits are not listed in these tables
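Agonist response is measured as cAMP accumulation in an RXFP1-transfected HEK293T line under PDE4 inhibition. Values are scaled between buffer-only and 29 nM porcine relaxin, and EC50s come from standard Hill equation fits.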
Apoferritin bind – candidate novel general anesthetic via apoferritin binding. P02791. apoferritin/1-aminoanthracene competitive binding, fluorescence. Potency, µM (titrated, usually from 77.5 µM), inactives show at the top dose activity change, negative = displacement, hits mostly inhibitors. 0.074% of 350,000 active. AID 485281; also: potency is read from the fitted curve at half-maximal effect; % is scaled to controls: 0 for no effect and ±100 for the full control effect; nearly all actives have a fitted effect of over 20% in size
Target sequence (P02791 2-175 limits assumed): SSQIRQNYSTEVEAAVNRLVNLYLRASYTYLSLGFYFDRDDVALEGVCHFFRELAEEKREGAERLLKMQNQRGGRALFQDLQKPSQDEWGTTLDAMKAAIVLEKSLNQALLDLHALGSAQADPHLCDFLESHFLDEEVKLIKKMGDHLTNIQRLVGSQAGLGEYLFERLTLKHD
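Apoferritin-based anesthetic binding model; compound displacement of fluorescent 1-AMA measured as endpoint fluorescence after 10 minutes at room temperature, scaled to free-ligand and complex controls.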
D1 PAM – human D1 dopamine receptor positive modulation; P21728; potentiation, % at 10 µM; HEK293 TREx D1 cells, calcium flux, dopamine EC20 potentiation; 0.036% of 360,000 active; in the data active = potentiation above about 30%; also: 0% is about no effect
* marks the source's active call; other numbers are inactive results; u = inconclusive; x = not tested or not shown; & = joins results of further samples; [ ] = remark or other dose. Unless noted, calls follow the shape of the dose curve; as a rule, active = well fitted curve in the direction sought with a large enough effect; inconclusive = small, poorly fitted or top-dose-only effect, or another doubt; inactive = no such curve, though single readings can be large; an effect the other way counts as inactive or inconclusive.

smiles	Apoferritin bind	RXFP1 antag	TRHR enhancer	D1 agonist	RXFP1 agonist	D1 antagonist	D1 PAM	D2 PAM	TRHR ag
Cc1sc(NC(=O)C2CC=CCC2C(=O)O)c(C(=O)OC(C)C)c1C (stereo not given)	-7%	5	4	0	1.8%	x	-1	-9	-0.1
COc1ccc(CCNc2nc3c(c(=O)n(C)c(=O)n3C)n2Cc2ccc(F)cc2)cc1OC	-6%	-3	5	-1	0.8%	11	4	6	-1.5
COC(=O)c1ccc(COc2ccc(F)cc2)o1	1%	2	-4	6	1.6%	1	2	-4	-0.6
O=[N+]([O-])c1ccccc1/C=N\N1CCN(c2ccccc2)CC1	-23%	-10	3	1	-0.8%	2	2	1	1.1
COc1ccc(C)cc1NC(=O)C1CCN(S(C)(=O)=O)CC1	-10%	6	-3	0	-0.6%	-9	11	0	0.7
S=c1[nH]nc(C2COc3ccccc3O2)o1 (stereo not given)	u	-16	-1	3	-0.3%	2	-1	8	0.7
O=C(Cc1ccccc1)Nn1c(-c2ccccc2F)nc2ccccc2c1=O	-16%	-21	0	2	6.9%	-14	-4	x	-0.1
CCC(CC)NC(=O)COC(=O)c1cccc(C)c1O	-9%	-6	-6	-1	-0.1%	-6	0	15	0.0
Cc1ccc(S(=O)(=O)NC2CC(C)(C)NC(C)(C)C2)c(C)c1C	-3%	-12	3	1	-2.8%	12	12	-4	0.6
CC1(C(=O)NNC(=O)C2CCCCC2)CC1(Cl)Cl (stereo not given)	-3%	-4	3	1	6.1%	5	-6	3	0.0
CN(Cc1ccccc1)S(=O)(=O)c1ccc(C(=O)Nc2nnc(C3CC3)o2)cc1	-18%	-3	1	0	0.9%	-6	-5	-1	-0.6
Cc1cccc(NC(=O)Cn2c(=O)oc3cc(S(=O)(=O)NC4CCCC4)ccc32)c1	-17%	x	4	7	0.9%	-1	-6	2	0.3
O=C(COc1ccc(C(F)(F)F)cc1[N+](=O)[O-])Nc1cccc(C(F)(F)F)c1	-11%	-6	-2	2	1.1%	-8	0	10	0.2
COc1ccc(Br)cc1-c1nc(CCl)cs1	u	6	-3	1	18µM*	0	2	-8	-0.5
O=C(Cn1c(=O)n(-c2cccc(Cl)c2)c(=O)c2sc3ccccc3c21)NC1CCCCC1	13%	x	0	1	3.6%	-21	-3	0	-1.7
O=C(N/N=C/c1ccc(F)cc1)c1ccc(-n2cnnn2)cc1	x	-11	8	6	0.2%	-5	0	-5	0.2
Cc1cc2nc(CSc3ccccc3)cc(=O)n2[nH]1	4%	-13	-5	2	2.1%	-33*	2	-7	0.4
COc1ccccc1C(=O)Nc1ccc(NC(=O)c2ccco2)c(C)c1	-19%	-8	10	6	0.0%	-2	-9	19	-1.0
CS(=O)(=O)Nc1nc2n(n1)C(c1ccccc1)C=C(c1ccc(Br)cc1)N2 (stereo not given)	613%[activator]	x	24	17	9.7%	10	2	-6	17
O=C(NN1CCOCC1)c1cc(S(=O)(=O)Nc2cccc(C(F)(F)F)c2)ccc1Cl	0%	1	21	1	0.2%	16	5	7	-0.2
CCOC(=O)N1CCN(C(=O)c2ccc(NC(=O)c3ccc(C)cc3)cc2)CC1	4%	-3	9	2	0.2%	-2	1	3	-0.2
CCc1ccc2c(c1)NC(c1ccc(F)cc1)=NC(c1ccncc1)=N2	u	-24	-1	2	-2.8%	-5	-1	-15	-2.2
O=C(c1ccco1)N1CCn2c1nc1ccccc12	-9%	-7	-2	0	1.1%	3	1	x	-0.3
c1ccc(OCCCn2nnc(-c3ccncc3)n2)cc1	2%	5	-1	4	0.6%	6	-7	18	-0.7
COc1ccc(-c2noc(CNS(=O)(=O)c3ccc(NC(C)=O)cc3)n2)cc1OC	-3%	-4	1	5	-2.5%	4	-3	-2	1.2
Cc1ccccc1NC(=O)c1ccc(-n2cncn2)nc1	-4%	9	3	4	-0.2%	-8	-2	1	-0.6
O=C(Oc1ccc[nH]c1=O)c1cccc(Cl)c1	-2%	-3	-8	3	3.3%	-25	2	-6	0.3
CCOC(=O)COc1cc2oc(=O)cc(C)c2cc1[N+](=O)[O-]	-6%	-1	-4	1	2.5%	-18	4	17	0.5
O=C(CN1C(=O)C2CC=CCC2C1=O)NCc1cccs1 (stereo not given)	-9%	8	-8	4	1.1%	-13	-8	-1	-1.3
Cn1c(Cc2ccccc2)nnc1SCC(=O)Nc1ccc2c(c1)OCO2	-3%	2	2	0	-0.6%	6	-6	-7	-0.8
COc1cccc(NC(=O)NCC2CCN(Cc3ccc(F)cc3)CC2)c1	6%	6	0	7	-0.2%	13	-6	-19	0.7
O=C(O)COn1c(-c2ccccc2)nc2ccc([N+](=O)[O-])cc21	-11%	0	2	1	6.2%	-12	-3	x	-0.1
Cc1nnc(SCc2cccc([N+](=O)[O-])c2)o1	u	17	-3	2	7.2%	-8	-2	3	0.2
Cc1ccc(S(=O)(=O)N2CCN(C(=O)COC(=O)COc3cccc4c3OC(C)(C)C4)CC2)cc1	x	-15	-7	2	2.0%	8	-4	-10	0.4
Cc1ccc(S(=O)(=O)N2CCC(=O)N(C(COCc3cccc(Cl)c3)Cc3ccccc3)CC2)cc1 (stereo not given)	88%[activator]	x	-8	11	-0.3%	2	-5	7	1.3
O=C(COc1ccc2c(-c3ccccc3)cc(=O)oc2c1)Nc1ccc(CCO)cc1	4%	7	7	8	-3.1%	-8	-4	-1	-0.8
Cc1cccc(C)c1NC(=O)CSc1nnc(NC(=O)c2ccccc2C(=O)O)s1	2%	10	-2	2	1.5%	3	-5	6	0.0
C/C(=N\NC(=O)c1nnn(-c2nonc2N)c1-c1ccc2c(c1)OCO2)c1cccs1	-3%	-19	31*	183*	0.9%	62	6	7	13
COC(=O)Cc1csc(Nc2ccccc2Cl)n1	u	10	2	0	2.0%	4	1	4	0.0
O=C(COc1ccccc1)Nc1cccc(-c2cn3cccnc3n2)c1	4%&80%	-2&-1	-1&0	2&0	7.3%&8.1%	-3&9	-2&-2	14&9	0.0&0.1
CN(C)S(=O)(=O)c1cccc(C(=O)NCC2CCCCC2)c1	-1%	-3	5	2	-2.3%	2	-1	-5	0.1
COc1ccc(NC(=O)C(C)N2c3cccc4cccc(c34)S2(=O)=O)c(OC)c1 (stereo not given)	-12%	-8	-1	4	0.5%	7	-5	-4	0.2
CCc1ccccc1NCc1nnc2n1CCCCC2	-16%	x	2	5	4.5%	1	5	2	0.3
CCCCOc1ccc(N2C(=O)CC(NCCc3ccc(S(N)(=O)=O)cc3)C2=O)cc1 (stereo not given)	-14%	3	9	3	0.0%	3	7	2	0.0
CCOCCCn1c(=S)[nH]c2cc(C(=O)NC3CCCC(C)C3C)ccc2c1=O (stereo not given)	-6%	-16	3	3	4.2%	-10	-5	9	0.5
CCCNC(=O)CCC(=O)N1Cc2ccccc2Oc2ncccc21	48%[activator]	-2	20	4	1.1%	0	-4	4	-1.3
CC(=O)N1N=C(c2ccccc2)OC1c1ccc([N+](=O)[O-])s1 (stereo not given)	-11%	-9	1	0	-0.6%	3	1	x	1.5
O=C(O)CC1(CC(=O)Nc2ccc(Cl)cc2C(=O)c2ccccc2)CCCC1	-3%	2	10	1	2.1%	-7	-3	12	0.0
O=C(Cn1c(N2CCN(C/C=C/c3ccccc3)CC2)nc2ccccc21)c1ccccc1	-9%	x	3	4	-1.5%	39	2	-22	0.9
COc1ccc(-c2c(C)c3ccc(O)c(CN4CCC(C)CC4)c3oc2=O)cc1OC	712%[activator]	7	5	2	19%	-2	0	16	0.0

Eleven of these compounds, reformatted:
Values in the order – Apoferritin bind	RXFP1 antag	TRHR enhancer	D1 agonist	RXFP1 agonist	D1 antagonist	D1 PAM	D2 PAM	TRHR ag
O=C(COc1ccccc1)Nc1cccc(-c2cn3cccnc3n2)c1
  4%&80%	-2&-1	-1&0	2&0	7.3%&8.1%	-3&9	-2&-2	14&9	0.0&0.1
CN(C)S(=O)(=O)c1cccc(C(=O)NCC2CCCCC2)c1
  -1%	-3	5	2	-2.3%	2	-1	-5	0.1
COc1ccc(NC(=O)C(C)N2c3cccc4cccc(c34)S2(=O)=O)c(OC)c1 (stereo not given)
  -12%	-8	-1	4	0.5%	7	-5	-4	0.2
CCc1ccccc1NCc1nnc2n1CCCCC2
  -16%	x	2	5	4.5%	1	5	2	0.3
CCCCOc1ccc(N2C(=O)CC(NCCc3ccc(S(N)(=O)=O)cc3)C2=O)cc1 (stereo not given)
  -14%	3	9	3	0.0%	3	7	2	0.0
CCOCCCn1c(=S)[nH]c2cc(C(=O)NC3CCCC(C)C3C)ccc2c1=O (stereo not given)
  -6%	-16	3	3	4.2%	-10	-5	9	0.5
CCCNC(=O)CCC(=O)N1Cc2ccccc2Oc2ncccc21
  48%[activator]	-2	20	4	1.1%	0	-4	4	-1.3
CC(=O)N1N=C(c2ccccc2)OC1c1ccc([N+](=O)[O-])s1 (stereo not given)
  -11%	-9	1	0	-0.6%	3	1	x	1.5
O=C(O)CC1(CC(=O)Nc2ccc(Cl)cc2C(=O)c2ccccc2)CCCC1
  -3%	2	10	1	2.1%	-7	-3	12	0.0
O=C(Cn1c(N2CCN(C/C=C/c3ccccc3)CC2)nc2ccccc21)c1ccccc1
  -9%	x	3	4	-1.5%	39	2	-22	0.9
COc1ccc(-c2c(C)c3ccc(O)c(CN4CCC(C)CC4)c3oc2=O)cc1OC
  712%[activator]	7	5	2	19%	-2	0	16	0.0

Next part
smiles	Apoferritin bind	RXFP1 antag	TRHR enhancer	D1 agonist	RXFP1 agonist	D1 antagonist	D1 PAM	D2 PAM	TRHR ag
CCCOc1ccc(N2C(=O)CC(SCCN)C2=O)cc1 (stereo not given)	8%	-12	-4	2	-0.5%	10	-4	1	1.0
CC1(c2ccccc2)CC2CC(c3ccccc3)N1O2 (stereo not given)	u	-18	-2	8	1.1%	x	-4	8	-0.5
C=CCOc1c(Cl)cc(C(=S)N2CCCC2)cc1OCC	-10%	-13	1	3	1.2%	10	-4	15	0.3
Cc1nc(NC2=NC(C(=O)Nc3ccc(Cl)cc3)CC(=O)N2)nc2ccccc12 (stereo not given)	-11%	x	8	-1	-0.2%	-50*	2	13	0.3

These rows are one share of the data; count on the stated rates, not on these rows.
